Screens: PubChem BioAssay, Sanford-Burnham Center for Chemical Genomics
mIAP act: increases mouse intestinal alkaline phosphatase activity. AID 2805. activation factor at 10 µM. muIAP, CDP-Star luminescence, 30 min; active compounds read high; 1 = vehicle-only enzyme signal, 0 = enzyme-free wells. 0.24% of 330,000 active;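 active = activation factor of at least 2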; note: the source names both 10 and 20 µM as test concentration; values of inactives mirror those of a sister screen read the other way
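System: mouse IAP enzyme. Reagent: CDP-Star chemiluminescent phosphatase substrate. Benchmarks: DMSO wells, no-enzyme wells. Times: 30 min enzyme-substrate-compound incubation at room temperature. Detection: luminescence from enzymatic CDP-Star hydrolysis. Doses: test compounds delivered from DMSO solution.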
tim10-1 inh: growth inhibitors of tim10-1 mutant yeast | S. cerevisiae tim10-1 ts strain growth, BacTiter-Glo, 24 h | inhibition, % at 20 µM | 2.2% of 330,000 active;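 active = inhibition of at least 40%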;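 note: mutant grown at 25 °C; 0% = DMSO wells with yeast and 100% = wells holding no yeast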
ATG4B inhibitor: inhibitors of human ATG4B cysteine protease; ATG4B cleavage of LC3-PLA2, NBD-HPC fluorescence, 1 h; inhibition, % at 8.33 µM; AID 504462; Q9Y4P1; 0.51% of 340,000 active; in the data active = inhibition above about 40%
Target sequence (Q9Y4P1 whole entry, looked up): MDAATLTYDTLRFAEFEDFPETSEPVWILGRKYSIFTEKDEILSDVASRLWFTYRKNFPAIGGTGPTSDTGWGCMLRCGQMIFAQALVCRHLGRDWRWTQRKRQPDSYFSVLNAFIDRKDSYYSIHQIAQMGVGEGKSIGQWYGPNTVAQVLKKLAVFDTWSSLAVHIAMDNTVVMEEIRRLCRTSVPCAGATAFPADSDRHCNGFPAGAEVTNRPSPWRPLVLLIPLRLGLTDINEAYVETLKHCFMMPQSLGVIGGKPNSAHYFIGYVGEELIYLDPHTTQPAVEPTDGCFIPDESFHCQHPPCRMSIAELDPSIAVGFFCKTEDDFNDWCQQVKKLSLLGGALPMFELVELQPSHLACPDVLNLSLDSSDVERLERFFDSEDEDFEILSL
hIAP block: human IAP inhibition. P09923. 0.12% of 330,000 active. AID 2544. purified IAP, CDP-Star luminescence, 30 min. inhibition, % at 10 µM;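 active = inhibition reaching a set limit with compound at 10 µM in the primary screen, cut at about 35% in these data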;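 note: plate controls were DMSO wells with enzyme for no effect and no-enzyme buffer wells for full effect; values of inactives mirror those of a sister screen read the other way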
Target sequence (P09923 whole entry, looked up): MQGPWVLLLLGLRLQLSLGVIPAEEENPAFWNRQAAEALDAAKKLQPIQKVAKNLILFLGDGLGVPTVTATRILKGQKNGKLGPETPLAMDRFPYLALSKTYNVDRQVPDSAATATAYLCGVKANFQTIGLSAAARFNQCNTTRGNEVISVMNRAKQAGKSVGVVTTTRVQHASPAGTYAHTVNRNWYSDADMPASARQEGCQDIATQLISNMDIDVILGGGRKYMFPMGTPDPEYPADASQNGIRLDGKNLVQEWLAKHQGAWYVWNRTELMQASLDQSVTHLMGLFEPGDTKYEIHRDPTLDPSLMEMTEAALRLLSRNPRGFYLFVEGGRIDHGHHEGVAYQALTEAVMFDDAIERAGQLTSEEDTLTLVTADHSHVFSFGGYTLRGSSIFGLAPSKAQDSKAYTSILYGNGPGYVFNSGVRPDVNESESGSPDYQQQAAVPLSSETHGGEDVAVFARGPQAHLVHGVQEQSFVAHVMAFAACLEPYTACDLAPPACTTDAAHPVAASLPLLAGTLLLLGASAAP
hIAP act: increases human intestinal alkaline phosphatase activity; purified human IAP, CDP-Star luminescence, 30 min; active compounds read high; 1 = vehicle-only enzyme, 0 = enzyme-free background; AID 2524; activation factor at 10 µM; P09923; 0.16% of 330,000 active;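 active = activation factor of the enzyme at least 2-fold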; note: the source names both 10 and 20 µM as test concentration; values of inactives mirror those of a sister screen read the other way
Apaf1 inhib: inhibitors of human Apaf-1 apoptosome; O14727; reconstituted apoptosome caspase-3 activity, DEVD-Rh110 fluorescence; inhibition, % at 20 µM; 0.71% of 330,000 active; active = inhibition of at least 40% at 20 µM;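 note: plate controls were DMSO wells for no effect and DEVD-CHO caspase inhibitor wells for full effect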
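Material: reconstituted apoptosome with Apaf-1, cytochrome c, caspase-9, procaspase-3, dATP. Technique: Rh110 fluorescence intensity. Buffer or medium: pH 7.5 Hepes buffer with CHAPS, BSA, DTT. Times: 30 min plus 50 min, RT.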
mIAP inh: blocks mouse intestinal alkaline phosphatase; inhibition, % at 10 µM; 0.2% of 330,000 active; purified mouse IAP, CDP-Star luminescence, 30 min;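 active = inhibition of at least 40% at 10 µM in the primary screen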;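 note: plate controls were DMSO with enzyme for no effect and no enzyme wells for full effect; values of inactives mirror those of a sister screen read the other way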
TIM10 inh: growth inhibitors of TIM10 yeast strain; S. cerevisiae TIM10 strain growth, BacTiter-Glo luminescence, 24 h; inhibition, % at 10 µM; 1.4% of 330,000 active; AID 463195;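 active = inhibition of 40% or more at the single tested concentration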;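 note: wild-type TIM10 isogenic control strain grown at permissive 25 °C; 0% = DMSO yeast wells and 100% = minimal medium wells without yeast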
NALP3 yeast inh: inhibitors of NALP3 inflammasome in yeast; AID 2825; Yeast reconstituted NLRP3/ASC/caspase-1, beta-gal luminescence, 24 h; inhibition, % at 10 µM; 0.39% of 330,000 active;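 active = inhibition of 50% or more; inactive = inhibition below 50%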;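 note: plate controls were induced DMSO wells for no effect and uninduced yeast grown without galactose for full effect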
Active calls of the source: *.

Results for O=C(COc1ccc(S(=O)(=O)N2CCCCC2)cc1)NCC1CCCO1 (centres undefined) ?
mIAP act: 0.89; tim10-1 inh: -2; ATG4B inhibitor: -7; hIAP block: -2; hIAP act: 1; Apaf1 inhib: 0; mIAP inh: 11; TIM10 inh: -1; NALP3 yeast inh: 15

Results for COC(=O)c1cc(NC(=O)CC2NC3CCCCC3NC2=O)cc(C(=O)OC)c1 (centres undefined) ?
mIAP act: 0.93; tim10-1 inh: -5; ATG4B inhibitor: -6; hIAP block: -25; hIAP act: 1.2; Apaf1 inhib: -4; mIAP inh: 7; TIM10 inh: -2; NALP3 yeast inh: 12

What do the screens show for `C=C(C)CNC(=S)/N=c1\scc(C)n1CC`?
mIAP act: 0.94; tim10-1 inh: 27; ATG4B inhibitor: -8; hIAP block: 23; hIAP act: 0.77; Apaf1 inhib: 10; mIAP inh: 6; TIM10 inh: 14; NALP3 yeast inh: 32

Results for COc1ccc(NS(=O)(=O)c2cccc3cccnc23)cc1OC ?
mIAP act: 1.1; tim10-1 inh: 17; ATG4B inhibitor: -4; hIAP block: -4; hIAP act: 1; Apaf1 inhib: 3; mIAP inh: -10; TIM10 inh: 0; NALP3 yeast inh: -9

How did CCOc1ccc(NC(=O)CSc2nc3ccccc3nc2N2CCCC2)cc1 do in these assays?
mIAP act: 0.94; tim10-1 inh: 6; ATG4B inhibitor: -10; hIAP block: 17; hIAP act: 0.83; Apaf1 inhib: 7; mIAP inh: 6; TIM10 inh: 2; NALP3 yeast inh: 12

What do the screens show for `Cc1nc2cc(C(=O)O)ccc2n1C1CCCCC1`?
mIAP act: 1; tim10-1 inh: -6; ATG4B inhibitor: -5; hIAP block: -7; hIAP act: 1.1; Apaf1 inhib: 0; mIAP inh: -1; TIM10 inh: 1; NALP3 yeast inh: -5

How did O=C1Cc2ccccc2C(c2ccc(Cl)cc2)N1 (centres undefined) do in these assays?
mIAP act: 0.99; tim10-1 inh: 0; ATG4B inhibitor: 5; hIAP block: 2; hIAP act: 0.98; Apaf1 inhib: -28; mIAP inh: 1; TIM10 inh: -14; NALP3 yeast inh: 8

What do the screens show for `CSCCC(NS(=O)(=O)c1ccccc1F)C(=O)Nc1cccc(C)n1` (centres undefined)?
mIAP act: 0.99; tim10-1 inh: 4; ATG4B inhibitor: 10; hIAP block: 2; hIAP act: 0.97; Apaf1 inhib: 9; mIAP inh: 1; TIM10 inh: -2; NALP3 yeast inh: 10

How did C#CCOc1nc2c(c(=O)n(C)c(=O)n2C)n1Cc1ccccc1 do in these assays?
mIAP act: 1.1; tim10-1 inh: -28; ATG4B inhibitor: 2; hIAP block: -3; hIAP act: 1; Apaf1 inhib: -7; mIAP inh: -8; TIM10 inh: 6; NALP3 yeast inh: 22

Results for c1cc(SC2CCCCC2)cc(-c2nc3cnccn3c2NC2CCCCC2)c1 ?
mIAP act: 1.1; tim10-1 inh: 20; ATG4B inhibitor: -7; hIAP block: -4; hIAP act: 1; Apaf1 inhib: 41*; mIAP inh: -12; TIM10 inh: 17; NALP3 yeast inh: -9

How did COc1ccc(C(=O)NCC(c2ccco2)N2CCOCC2)cc1OC (centres undefined) do in these assays?
mIAP act: 0.96; tim10-1 inh: -12; ATG4B inhibitor: 6; hIAP block: -27; hIAP act: 1.3; Apaf1 inhib: -6; mIAP inh: 4; TIM10 inh: -7; NALP3 yeast inh: 22

How did CCc1noc(C)c1C(=O)OC(C)C(=O)Nc1cc([N+](=O)[O-])ccc1OC (centres undefined) do in these assays?
mIAP act: 0.93; tim10-1 inh: 18; ATG4B inhibitor: -10; hIAP block: 8; hIAP act: 0.92; Apaf1 inhib: 6; mIAP inh: 7; TIM10 inh: -4; NALP3 yeast inh: 9

How did CSc1ccccc1C(=O)NCCCn1ccnc1 do in these assays?
mIAP act: 1; tim10-1 inh: -5; ATG4B inhibitor: 2; hIAP block: 2; hIAP act: 0.98; Apaf1 inhib: 4; mIAP inh: 0; TIM10 inh: -1; NALP3 yeast inh: 8

Results for Cc1cc(S(=O)(=O)Nc2cccc(C(=O)O)c2)c(C)c(S(=O)(=O)c2ccc(Cl)cc2)c1 ?
mIAP act: 1.1; tim10-1 inh: 7; ATG4B inhibitor: -2; hIAP block: -2; hIAP act: 1; Apaf1 inhib: 4; mIAP inh: -10; TIM10 inh: -19; NALP3 yeast inh: 6

What do the screens show for `CCOC(=O)Oc1ccc2c(=O)c(Oc3cccc(C)c3)coc2c1`?
mIAP act: 1; tim10-1 inh: 56*; ATG4B inhibitor: 15; hIAP block: 6; hIAP act: 0.94; Apaf1 inhib: 14; mIAP inh: 0; TIM10 inh: 41*; NALP3 yeast inh: -28

Results for COC(=O)c1ccc(N2CCN(C(=O)C3CC3)CC2)c([N+](=O)[O-])c1 ?
mIAP act: 0.96; tim10-1 inh: 12; ATG4B inhibitor: -11; hIAP block: 3; hIAP act: 0.97; Apaf1 inhib: -1; mIAP inh: 4; TIM10 inh: -10; NALP3 yeast inh: 5

Results for Cc1ccc(NC(=O)c2cc([N+](=O)[O-])ccc2NCc2cccnc2)cc1Cl ?
mIAP act: 0.86; tim10-1 inh: 23; ATG4B inhibitor: -4; hIAP block: 6; hIAP act: 0.94; Apaf1 inhib: -5; mIAP inh: 14; TIM10 inh: 21; NALP3 yeast inh: 8

What do the screens show for `CS(=O)(=O)N(CC(=O)NCc1ccco1)Cc1ccc(Cl)cc1`?
mIAP act: 1; tim10-1 inh: 5; ATG4B inhibitor: -9; hIAP block: -3; hIAP act: 1; Apaf1 inhib: -7; mIAP inh: -4; TIM10 inh: 2; NALP3 yeast inh: 12

What do the screens show for `O=C(NCc1ccccn1)C1CCN(S(=O)(=O)c2ccccc2C(F)(F)F)CC1`?
mIAP act: 0.94; tim10-1 inh: 3; ATG4B inhibitor: 9; hIAP block: 17; hIAP act: 0.83; Apaf1 inhib: -4; mIAP inh: 6; TIM10 inh: -8; NALP3 yeast inh: 8

How did O=c1oc(Nc2cccc(Cl)c2)nc2ccccc12 do in these assays?
mIAP act: 0.95; tim10-1 inh: 26; ATG4B inhibitor: -1; hIAP block: 4; hIAP act: 0.96; Apaf1 inhib: 4; mIAP inh: 5; TIM10 inh: 31; NALP3 yeast inh: 3

What do the screens show for `O=C(c1ccco1)N1CCN=C1SCc1cccc(F)c1`?
mIAP act: 1; tim10-1 inh: -10; ATG4B inhibitor: -2; hIAP block: -12; hIAP act: 1.1; Apaf1 inhib: 7; mIAP inh: -1; TIM10 inh: 96*; NALP3 yeast inh: 7

What do the screens show for `NS(=O)(=O)c1ccc(CCNC(=O)C(c2ccccc2)c2ccccc2)cc1`?
mIAP act: 0.98; tim10-1 inh: -10; ATG4B inhibitor: 0; hIAP block: 8; hIAP act: 0.92; Apaf1 inhib: 1; mIAP inh: 2; TIM10 inh: 8; NALP3 yeast inh: 3

How did CN1C(=O)/C(=C/c2ccc(C(=O)NC3CCCC3)cc2)Oc2ccccc21 do in these assays?
mIAP act: 0.94; tim10-1 inh: 1; ATG4B inhibitor: -4; hIAP block: 1; hIAP act: 0.99; Apaf1 inhib: -7; mIAP inh: 6; TIM10 inh: 12; NALP3 yeast inh: 4

How did NCCc1nnc(SCc2c(F)cccc2Cl)o1 do in these assays?
mIAP act: 0.91; tim10-1 inh: 4; ATG4B inhibitor: 1; hIAP block: 0; hIAP act: 1; Apaf1 inhib: -24; mIAP inh: 9; TIM10 inh: -1; NALP3 yeast inh: 77*

How did CCOC(=O)c1c(C)n(-c2ccc(C)cc2)c2c(C(C(C)=O)C(=O)O)c(Br)c(O)c(O)c12 (centres undefined) do in these assays?
mIAP act: 1.1; tim10-1 inh: 14; ATG4B inhibitor: -4; hIAP block: 1; hIAP act: 0.99; Apaf1 inhib: 50*; mIAP inh: -6; TIM10 inh: 7; NALP3 yeast inh: 11

What do the screens show for `COc1ccc(CNC(=O)CSc2nnc(C)c(=O)[nH]2)cc1`?
mIAP act: 1.1; tim10-1 inh: -4; ATG4B inhibitor: -2; hIAP block: -16; hIAP act: 1.2; Apaf1 inhib: -22; mIAP inh: -5; TIM10 inh: -18; NALP3 yeast inh: 18

Results for O=C(CSc1nnnn1C1CCCCC1)Nc1ccccc1N1CCOCC1 ?
mIAP act: 0.97; tim10-1 inh: 7; ATG4B inhibitor: -4; hIAP block: -7; hIAP act: 1.1; Apaf1 inhib: -8; mIAP inh: 3; TIM10 inh: -1; NALP3 yeast inh: 15

Results for Cc1cc(C)cc(-n2nnc(C(=O)NCc3ccccc3Cl)c2N)c1 ?
mIAP act: 1; tim10-1 inh: 22; ATG4B inhibitor: 3; hIAP block: -3; hIAP act: 1; Apaf1 inhib: 3; mIAP inh: -1; TIM10 inh: 4; NALP3 yeast inh: 14

Results for CCn1c(CN2CCOCC2)nnc1SCC(=O)Nc1ccccc1C ?
mIAP act: 0.89; tim10-1 inh: 6; ATG4B inhibitor: 6; hIAP block: 2; hIAP act: 0.97; Apaf1 inhib: -3; mIAP inh: 11; TIM10 inh: 10; NALP3 yeast inh: 15

What do the screens show for `Cc1ccc(S(=O)(=O)N2CCC3(CC2)OCCO3)s1`?
mIAP act: 0.95; tim10-1 inh: 4; ATG4B inhibitor: 7; hIAP block: -14; hIAP act: 1.1; Apaf1 inhib: 0; mIAP inh: 5; TIM10 inh: 11; NALP3 yeast inh: 19

Results for COc1cccc(N/C(N)=N/c2nc(C(F)(F)F)cc(C(F)(F)F)n2)c1 ?
mIAP act: 1.1; tim10-1 inh: 7; ATG4B inhibitor: -8; hIAP block: -15; hIAP act: 1.1; Apaf1 inhib: 1; mIAP inh: -5; TIM10 inh: 7; NALP3 yeast inh: 23

Results for Cc1cccc(N2CC(O)(c3cccs3)[N+]3=C2CCCC3)c1C (centres undefined) ?
mIAP act: 1.1; tim10-1 inh: 7; ATG4B inhibitor: -11; hIAP block: -2; hIAP act: 1; Apaf1 inhib: -9; mIAP inh: -7; TIM10 inh: 0; NALP3 yeast inh: 12

What do the screens show for `CCSC1(SCC)N=C(N)C2(C#N)C(c3ccc(OC)c(OC)c3OC)C12C#N` (centres undefined)?
mIAP act: 0.93; tim10-1 inh: 61*; ATG4B inhibitor: -8; hIAP block: -14; hIAP act: 1.1; Apaf1 inhib: 5; mIAP inh: 7; TIM10 inh: 33; NALP3 yeast inh: 19

Results for Cc1cc(NS(=O)(=O)c2ccc(NC(=O)C(C)Oc3cccc(C)c3C)cc2)nc(C)n1 (centres undefined) ?
mIAP act: 0.97; tim10-1 inh: -4; ATG4B inhibitor: -7; hIAP block: -23; hIAP act: 1.2; Apaf1 inhib: -15; mIAP inh: 3; TIM10 inh: -9; NALP3 yeast inh: 18

What do the screens show for `Cc1ccc(-c2nnc(CN3CCCCC3C)o2)cc1` (centres undefined)?
mIAP act: 1.1; tim10-1 inh: 13; ATG4B inhibitor: -4; hIAP block: -11; hIAP act: 1.1; Apaf1 inhib: 5; mIAP inh: -9; TIM10 inh: -9; NALP3 yeast inh: 19

How did O=C(Nc1ccccc1Oc1ccccc1)C1CCCC1 do in these assays?
mIAP act: 1; tim10-1 inh: 8; ATG4B inhibitor: 6; hIAP block: -2; hIAP act: 1; Apaf1 inhib: 0; mIAP inh: -4; TIM10 inh: 9; NALP3 yeast inh: -57
